KB-3-1 tox: kills parental KB-3-1 adenocarcinoma cells; Potency, µM (series often up to 46.1 µM), inactives show top-dose activity change, negative = cytotoxic, usual class: cytotoxic; KB-3-1 viability, CellTiter-Glo ATP luminescence, 72 h; actives 1.4% (n = 400,000); AID 1347075; further: potency means the concentration at half of the fitted maximal effect; on the % scale 0 is the no-effect control and ±100 the full control effect; nearly all actives have a fitted effect of over 60% in size
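Viability of parental KB-3-1 cells, measured by CellTiter-Glo luminescence, followed a 72 h incubation at 37 °C with pinned compounds in phenol-red-free DMEM containing 10% FBS.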
HT1080NT lethal: kills 2HG-producing HT-1080-NT fibrosarcoma cells. HT-1080-NT fibrosarcoma viability, CellTiter-Glo ATP luminescence, 48 h. Potency, µM (top dose mostly 46.1 µM), without a hit: at the highest dose activity, negative = less viability, actives largely listed as cytotoxic. actives 1.6% (n = 360,000);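 further: NT is the 2HG producing partner of a matched IDH1 knockdown line; potency means the concentration at half of the fitted maximal effect; 0% = DMSO-treated cells and -100% = media-only wells without cells; nearly all actives have a fitted effect of over 55% in size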
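A 48-hour cytotoxicity screen used HT-1080-NT cells plated 2 hours before compound delivery. ATP-based CellTiter-Glo luminescence measured viability, normalized to DMSO and no-cell controls.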
HT1080 IDH1KD tx: kills HT-1080 cells with IDH1 knockdown. HT-1080 IDH1 knockdown viability, ATP luminescence, 48 h. Potency, µM (titrated, usually from 46.1 µM), inactives show at the highest dose activity, negative = toxicity, most hits filed as cytotoxic. actives 2% (n = 360,000);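 further: potency means the concentration at half of the fitted maximal effect; 0% = DMSO wells and -100% = cell-free medium wells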
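Viability of IDH1-knockdown HT-1080 fibrosarcoma cells was assessed by CellTiter-Glo after 48 h at 37 °C with titrated compound; concentration-effect curves were classified by fit quality and response size.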
MCF10A rereplic: induces DNA re-replication in MCF 10a normal breast cells; AID 624296; actives 2.9% (n = 350,000); MCF 10A DNA re-replication, Hoechst nuclear intensity, 48 h; Potency, µM (highest dose often 46.1 µM), inactives show at the highest dose activity, positive = re-replication, actives largely listed as activators; further: potency means the concentration at half of the fitted maximal effect; % of control where 0% means no effect; nearly all actives have a fitted effect of over 50% in size
SW480 rerep: induces DNA re-replication in SW480 colon adenocarcinoma cells | actives 1.8% (n = 340,000) | AID 624297 | SW480 DNA re-replication, Hoechst DNA content imaging, 48 h | Potency, µM (top dose mostly 46.1 µM), inactives show at the highest dose re-replication activation, usual class: activators; further: potency means the concentration at half of the fitted maximal effect; % of control where 0% means no effect; nearly all actives have a fitted effect of over 55% in size
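Quantitative HTS format with DMSO vehicle controls; 48 hr drug incubation at 37 C, then 40 min Hoechst staining and scanning imager measurement at 405 nm excitation.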
ATXN2 expr inh: reduces ATXN2 reporter expression in HEK-293 cells; HEK-293 ATXN2-luciferase reporter, luminescence, 24 h; Potency, µM (titrated, usually from 57 µM), for inactives: at the top dose activity change, negative = inhibition, most hits filed as inhibitors; actives 0.72% (n = 360,000); further: potency means the concentration at half of the fitted maximal effect; on the % scale 0 is the no-effect control and ±100 the full control effect; nearly all actives have a fitted effect of over 55% in size
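ATXN2-luciferase reporter cells (luciferase flanked by upstream and downstream ATXN2 gene portions) were treated 24 h at 37 °C with compounds at up to 57 uM. SteadyGlo luminescence gave expression; GF-AFC fluorescence gave viability.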
S2 tox: viability counter-screen for ATXN expression inhibitors. S2 cells (HEK-293 line with an ATXN2-luciferase reporter) viability, CellTiter-Fluor protease fluorescence, 24 h. Potency, µM (top dose mostly 56.7 µM), actives largely listed as cytotoxic. actives 0.49% (n = 400,000); further: potency means the concentration at half of the fitted maximal effect; nearly all actives have a fitted effect of over 40% in size
IL1B secr inh: blocks inflammasome-driven IL-1 beta release. THP-1 LPS/ATP IL-1B secretion, AlphaLISA, 16 h; hits give low values. activity change, % at 57.5 µM. actives 4.7% (n = 360,000). AID 743279; in the data active means activity change below about -50%; inconclusive means mostly about -30% to -49%; further: on the % scale 0 is the no-effect control and ±100 the full control effect
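THP-1 cells pretreated 1 hr with compounds (up to 57.5 uM final), then stimulated with LPS (250 ng/mL final) plus ATP (1.25 mM final); secreted IL-1B measured by AlphaLISA after 16 hr, decreased signal indicating inhibition.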
KB-V1 MDR tox: kills drug-selected multidrug resistant KB-V1 cells | KB-V1 MDR cells viability, CellTiter-Glo, 72 h | Potency, µM (titrated, usually from 46.1 µM), for the others: at the highest dose activity change, negative = cytotoxicity, usual class: cytotoxic | actives 3.4% (n = 400,000); further: potency means the concentration at half of the fitted maximal effect; on the % scale 0 is the no-effect control and ±100 the full control effect; nearly all actives have a fitted effect of over 60% in size
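Cytotoxicity toward P-gp-expressing KB-V1 cells was determined as loss of CellTiter-Glo luminescence after 72 h at 37 degrees C. Compounds were tested in quantitative HTS format across a concentration range, with curves fitted to normalized data.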
Starred values were filed as active, the others as inactive; i = inactive; ? = inconclusive; / = no result given; [ ] = another dose, or the depositor's remark. Unless noted, the call rests on the fitted dose curve; in most records, active means well fitted curve in the direction sought with a large enough effect; inconclusive means small, poorly fitted or top-dose-only effect, or another doubt; inactive means no such curve, though single readings can be large; an effect the other way counts as inactive or inconclusive.

| Molecule | SW480 rerep | KB-V1 MDR tox | IL1B secr inh | MCF10A rereplic | ATXN2 expr inh | HT1080 IDH1KD tx | KB-3-1 tox | HT1080NT lethal | S2 tox |
| --- | --- | --- | --- | --- | --- | --- | --- | --- | --- |
| CCOc1nc(-c2ccncc2)nc2ccccc12 | -2% | 0% | -1 | 5% | -10% | -2% | 7% | -1% | i |
| CCOC(=O)c1cc2ccc(OC(=O)c3ccco3)cc2oc1=O | 30% | -4% | 18 | 3.3µM* | 2% | ? | -4% | -4% | / |
| CN1CCN(C2=Cc3ccccc3Sc3cc(F)c(Cl)cc32)CC1 | 1% | ? | -62* | ? | ? | ? | ? | ? | ? |
| O=C(NCCc1ccccc1)c1ccccc1C(F)(F)F | / | 0% | -16 | / | / | 2% | 3% | 5% | i |
| CCCCCCCCNC(=O)c1cccnc1SCC(=O)Nc1ccc(OC)cc1OC | -3% | -1% | 15 | ? | ? | -1% | 8% | -4% | ? |
| O=C(COc1ccccc1O)Nc1ccccc1Cl | 3% | -18% | 12 | 4% | 73%[activator] | -3% | -13% | -1% | i |
| CC1(C(=O)NCC2CCCO2)Oc2cccnc2NC1=O (centres undefined) | -19% | -1% | -9 | -1% | -19% | 6% | -2% | 15% | i |
| NS(=O)(=O)c1ccc(CCN=C(NS(=O)(=O)c2cccs2)c2ccccc2)cc1 | -1% | -16% | 15 | -2% | -8% | 13% | 17% | -7% | i |
| N/C(=N\OC(=O)c1ccccc1)C(Cc1ccccc1)C(=O)NOC(=O)c1ccccc1 (centres undefined) | ? | ? | -89* | ? | ? | ? | ? | ? | / |
| CC(C)(O)C(O)COc1c2ccoc2cc2oc(=O)ccc12 (centres undefined) | 23% | -24% | -11 | ? | -6% | 5% | ? | -1% | i |
| O=[N+]([O-])c1ccc2c(c1)CNc1ccccc1O2 | -8% | 0% | -1 | -1% | -9% | 26% | -19% | 6% | i |
| Cc1ccc2c(c1)c1c(n2CC(O)Cn2nc(C)c(Br)c2C)C(=O)CCC1 (centres undefined) | 5% | -13% | 0 | 0% | -21% | -4% | -10% | -2% | i |
| CCCCn1cc(C(=O)c2cc(Br)ccc2O)cc(C#N)c1=O | 0% | ? | 9 | ? | -17% | ? | ? | -13% | ? |
| CC1CCC(C#N)(N(C)C(=O)CSc2nnc(C3CC3)n2C2CC2)CC1 (centres undefined) | -12% | -27% | 10 | 2% | 8% | 11% | -2% | 10% | i |
| CCOc1ccc(OCC)c(NS(=O)(=O)c2cccc3nsnc23)c1 | -14% | -19% | -12 | 0% | 4% | 23% | 1% | 14% | i |

| Molecule | SW480 rerep | KB-V1 MDR tox | IL1B secr inh | MCF10A rereplic | ATXN2 expr inh | HT1080 IDH1KD tx | KB-3-1 tox | HT1080NT lethal | S2 tox |
| --- | --- | --- | --- | --- | --- | --- | --- | --- | --- |
| NNC(=O)Cn1nc(Cc2ccccc2)n(N)c1=O | 0% | 1% | 21 | 0% | 5% | 2% | -2% | -1% | i |
| CC(C)CN1CCN(Cc2cnc(-c3ccc(Cl)cc3)nc2)CC1CCO (centres undefined) | 30% | ? | 15 | 16% | / | -13% | -18% | -2% | i |
| CN(C(=O)c1ccc([N+](=O)[O-])cc1)c1ccccc1C(=O)NCc1ccccc1 | -3% | ? | 8 | -1% | 10% | -17% | 5% | -3% | i |
| CC1C(=O)CCCCCCCCCC2C1(N1CCOCC1)CS2(=O)=O (centres undefined) | 2% | -9% | 6 | -5% | -8% | 9% | 8% | 8% | i |
| NC(=S)Nc1ccc(Cl)c(Cl)c1 | -5% | ? | -8 | 1% | / | -2% | -1% | -14% | ? |
| Cc1ccc2c(c1)cc(CN(Cc1ccc3c(c1)OCO3)C(=O)c1ccccc1)c1nnnn12 | 2% | -21% | -26 | 4% | -5% | 15% | -5% | 17% | ? |
| Cc1nc(-c2ccc(S(=O)(=O)N3CCN(CCc4ccccc4)CC3)s2)cs1 | -1% | ? | 34 | 7% | 0% | -1% | 12% | 7% | i |
| COc1cc(Cl)cc(C2NC(=O)NC(C)=C2C(=O)NCc2ccccc2)c1O (centres undefined) | 1% | -4% | 1 | -6% | 2% | 15% | -3% | -1% | i |
| O=c1[nH][nH]cc1C=Nc1ccc(Cl)cc1Cl | -13% | 26% | 30 | 9% | -5% | -5% | 11% | -1% | i |
| COc1ccc(NC(=O)C2CC(=O)N(CCc3ccc(F)cc3)C2)c(OC)c1 (centres undefined) | -4% | -9% | 23 | -8% | 17% | 12% | -3% | 1% | i |
| CC(Oc1ccccc1)C(=O)Nc1c2c(nn1-c1ccccc1)CS(=O)C2 (centres undefined) | -2% | / | -2 | 0% | -9% | -14% | / | -4% | i |
| CCOC1=C2[C@@H](CN(S(=O)(=O)c3ccccc3C)[C@H]2c2ccc(Cl)cc2)[C@H]2C(=O)N(C3CCCCC3)C(=O)[C@H]2C1 | / | ? | -5 | / | / | -23% | ? | -2% | / |
| O=C(CCCc1c[nH]c2ccccc12)NCC1COc2ccccc2O1 (centres undefined) | -1% | -14% | -25 | 2% | -9% | -10% | 0% | -16% | i |
| Nc1cc(S(=O)(=O)N2CCOCC2)ccc1N1CCCCC1 | 2% | -1% | -8 | 0% | -5% | -13% | -1% | 0% | i |
| CN(C)c1ccc(C=O)c(Oc2ccccc2)c1 | / | -2% | -11 | / | / | 0% | -7% | -18% | ? |

| Molecule | SW480 rerep | KB-V1 MDR tox | IL1B secr inh | MCF10A rereplic | ATXN2 expr inh | HT1080 IDH1KD tx | KB-3-1 tox | HT1080NT lethal | S2 tox |
| --- | --- | --- | --- | --- | --- | --- | --- | --- | --- |
| COCCN(C(=O)COC(=O)CCC(=O)c1ccc(Cl)cc1)c1c(N)n(Cc2ccccc2)c(=O)[nH]c1=O | -2% | / | -4 | 4% | -2% | 4% | / | 1% | ? |
| CCN1CCN(C(=O)CCc2ccc(S(=O)(=O)NCCc3ccccc3)cc2)CC1 | 1% | 11% | 13 | -3% | 12% | 12% | 4% | 2% | i |
| Cc1ccc(OCC(=O)Nc2ccc(C(=O)Nc3ccccc3C(=O)O)cc2)cc1C | / | 6% | 8 | / | / | 5% | -8% | -1% | i |
| CCN(CC(O)CON=C1c2ccccc2-c2ccccc21)S(=O)(=O)c1ccc(Cl)cc1 (centres undefined) | 24% | ? | -62* | ? | ? | -18% | ? | -13% | / |
| COC(=O)/C(=N\Nc1ccccc1)Sc1nnc(-c2ccc(OC)cc2)n1C | -3% | -7% | -7 | 2% | -2% | 18% | 11% | 5% | i |
| CCOC(=O)c1ccc(S(=O)(=O)N2CCC(N3CCCCC3)CC2)cc1 | 0% | 8% | 80 | 2% | 4% | -1% | -1% | 0% | i |
| COc1ccc(NC(=O)N2CCCc3ccccc32)c(OC)c1 | 11% | -3% | ? | -3% | 27% | 2% | -1% | 3% | i |
| CC1(C(=O)NS(=O)(=O)c2ccc(C#N)cc2)CCN1C(=O)C1(c2ccccc2)CCCC1 (centres undefined) | / | 4% | 8 | / | 10% | ? | 0% | -11% | i |
| O=S(=O)(c1ccccc1)N1CCN(S(=O)(=O)c2ccccc2)C1 | -8% | -1% | -4 | -7% | 5% | -1% | 0% | 0% | i |
| NNc1nc(C(F)(F)F)nc2ccccc12 | -2% | -1% | 30 | -2% | -8% | 8% | 27% | 0% | i |
| CC(=O)/C(C(=N)N1CCN(c2cccc(Cl)c2)CC1)=C(\C)O | 11% | 2% | -8 | -8% | 6% | -5% | -20% | 12% | i |
| COc1ccc(C2=CC(=O)C[C@H](c3ccc(F)cc3)C2)c(F)c1F | -4% | ? | ? | -2% | -23% | -2% | 0% | -12% | i |
| O=C(COc1ccc(Br)cc1)NCc1cn2ccccc2n1 | -2% | -12% | -8 | 0% | -12% | -2% | 0% | -24% | i |
| CN(C)S(=O)(=O)n1cnc2ccccc21 | 1% | 7% | -8 | 15% | 0% | 4% | 4% | 0% | i |
| COc1ccc(NC(=O)COc2cccc3c2CCNC3=O)cc1 | -64%[inhibitor] | 0% | 1 | -1% | 3% | -14% | -4% | -5% | i |
| COC(=O)c1cc(Br)ccc1NC(=O)Nc1ccc(C)cc1 | -4% | 4% | -2 | 2% | -16% | 6% | 7% | 0% | ? |

Complete entries, quoted from the list:
Listed for O=S(=O)(c1ccccc1)N1CCN(S(=O)(=O)c2ccccc2)C1 = SW480 rerep = -8%; KB-V1 MDR tox = -1%; IL1B secr inh = -4; MCF10A rereplic = -7%; ATXN2 expr inh = 5%; HT1080 IDH1KD tx = -1%; KB-3-1 tox = 0%; HT1080NT lethal = 0%; S2 tox = i
Listed for CC1(C(=O)NS(=O)(=O)c2ccc(C#N)cc2)CCN1C(=O)C1(c2ccccc2)CCCC1 (centres undefined) = SW480 rerep = /; KB-V1 MDR tox = 4%; IL1B secr inh = 8; MCF10A rereplic = /; ATXN2 expr inh = 10%; HT1080 IDH1KD tx = ?; KB-3-1 tox = 0%; HT1080NT lethal = -11%; S2 tox = i
Listed for COc1ccc(C2=CC(=O)C[C@H](c3ccc(F)cc3)C2)c(F)c1F = SW480 rerep = -4%; KB-V1 MDR tox = ?; IL1B secr inh = ?; MCF10A rereplic = -2%; ATXN2 expr inh = -23%; HT1080 IDH1KD tx = -2%; KB-3-1 tox = 0%; HT1080NT lethal = -12%; S2 tox = i
